PAFAH1B2 FP inh: PAFAH1B2 enzyme inhibitors, primary screen, biochemical, fluorescence polarization, human. Platelet-activating factor acetylhydrolase IB subunit alpha2 (Homo sapiens), P68402. recombinant PAFAH1B2, FP-rhodamine activity probe. inhibition, % at 3.39 µM. 1.2% of 340,000 active. AID 492953, 2010;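 active = inhibition above the mean of all tested compounds plus 3 SD, cut at about 24% in these data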;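 note: 0% = enzyme with DMSO and 100% = wells lacking PAFAH1B2; many of its hits are not listed in these tables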
PAFAH2 FP inh: PAFAH2 enzyme inhibitors, primary screen, biochemical, fluorescence polarization, human; recombinant PAFAH2, FP-rhodamine activity probe; AID 492956, 2010; Platelet-activating factor acetylhydrolase 2, cytoplasmic (Homo sapiens), Q99487; 0.99% of 340,000 active; inhibition, % at 3.39 µM;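 active = inhibition above the mean over all tested compounds plus 3 SD, cut at about 30% in these data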;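 note: inhibitors block probe labeling of enzyme so polarization drops; 0% = enzyme with DMSO and 100% = wells lacking PAFAH2 protein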
LYPLA1 inh: LYPLA1 inhibitors, primary screen, counter-screen for PME1 inhibitor project, biochemical, fluorescence polarization, FP-Rh probe ABPP | AID 2174, 2009 | recombinant LYPLA1 | Acyl-protein thioesterase 1 (Homo sapiens), O75608 | inhibition, % at 5.9 µM | 0.16% of 320,000 active;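 active = inhibition above the mean of all tested compounds plus 3 SD, set per campaign, cut at about 14% in these data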;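 note: inhibitors block serine hydrolase probe labeling of LYPLA1 so polarization falls; 0% = enzyme with DMSO and 100% = wells lacking LYPLA1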
PAD4 inh: human PAD4 inhibitors, primary screen, biochemical, fluorescence polarization, 1536-well format | Protein-arginine deiminase type-4 (Homo sapiens), Q9UM07 | recombinant PAD4, RCA probe fluorescence polarization | inhibition, % at 6.36 µM | 0.41% of 330,000 active | AID 485272, 2010;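 active = percent inhibition above a cutoff equal to the mean of all tested compounds plus 3 SD, cut at about 15% in these data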;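 note: 0% = PAD4 with RCA probe and DMSO and 100% = probe without PAD4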
PME-1 inh: PME-1 inhibitors via competitive probe labeling, primary screen, biochemical, fluorescence polarization, FP-Rh probe, HTS | inhibition, % at 5.9 µM | 0.53% of 320,000 active | Protein phosphatase methylesterase 1 (Homo sapiens), Q9Y570 | recombinant PME-1;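 active = inhibition above the campaign mean of all compounds plus 3 SD, cut at about 26% in these data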;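 note: competitive labeling of PME-1 active site by serine hydrolase directed probe; 0% = PME-1 with DMSO and 100% = wells lacking PME-1 enzyme; inhibitors block probe labeling so polarization falls and inhibition rises; many of its hits are not listed in these tables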
PAFAH1B3 FP inh: PAFAH1B3 enzyme inhibitors, primary screen, biochemical, fluorescence polarization, human. recombinant PAFAH1B3, FP-rhodamine probe. inhibition, % at 3.39 µM. 0.28% of 340,000 active. AID 492972, 2010. Platelet-activating factor acetylhydrolase IB subunit alpha1 (Homo sapiens), Q15102;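 active = inhibition above the screen-wide average of all tested compounds plus 3 SD, cut at about 25% in these data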;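 note: 0% = enzyme with DMSO only and 100% = wells lacking PAFAH1B3 protein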
Target sequence (Q15102 whole entry, looked up): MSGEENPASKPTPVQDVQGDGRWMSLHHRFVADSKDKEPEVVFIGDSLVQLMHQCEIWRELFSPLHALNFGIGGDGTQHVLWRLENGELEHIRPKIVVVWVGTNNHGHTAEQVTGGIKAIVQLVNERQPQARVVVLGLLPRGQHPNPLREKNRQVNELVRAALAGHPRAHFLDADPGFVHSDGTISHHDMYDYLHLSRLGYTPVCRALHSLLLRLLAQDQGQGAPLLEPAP
GSTO1 counter: inhibitors of recombinant GSTO1, primary screen, counter-screen for RBBP9 inhibitor project, biochemical, fluorescence polarization; activity-based probe fluorescence polarization; inhibition, % at 5.96 µM; 1.1% of 300,000 active;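 active = inhibition above the campaign mean inhibition plus 3 SD, cut at about 35% in these data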;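 note: 0% = GSTO1-1 with DMSO and 100% = wells lacking GSTO1-1 enzyme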
Target sequence (P78417 whole entry, looked up): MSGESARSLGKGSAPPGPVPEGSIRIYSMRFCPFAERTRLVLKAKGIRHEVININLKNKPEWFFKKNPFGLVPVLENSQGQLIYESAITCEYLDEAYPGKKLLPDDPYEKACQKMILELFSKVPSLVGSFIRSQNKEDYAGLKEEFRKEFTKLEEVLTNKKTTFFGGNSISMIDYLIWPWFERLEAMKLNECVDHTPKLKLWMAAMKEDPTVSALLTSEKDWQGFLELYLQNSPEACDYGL
pPAFAH FP inh: pPAFAH enzyme inhibitors, primary screen, biochemical, fluorescence polarization, human. recombinant pPAFAH, FP-rhodamine probe fluorescence polarization. 1.5% of 330,000 active. Platelet-activating factor acetylhydrolase (Homo sapiens), Q13093. inhibition, % at 3.39 µM;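 active = inhibition above the mean inhibition across the screen plus 3 SD, cut at about 25% in these data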;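 note: inhibitors block binding of the rhodamine activity-based probe so polarization drops; 0% = enzyme with DMSO and 100% = wells lacking pPAFAH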
Target sequence (Q13093 whole entry, looked up): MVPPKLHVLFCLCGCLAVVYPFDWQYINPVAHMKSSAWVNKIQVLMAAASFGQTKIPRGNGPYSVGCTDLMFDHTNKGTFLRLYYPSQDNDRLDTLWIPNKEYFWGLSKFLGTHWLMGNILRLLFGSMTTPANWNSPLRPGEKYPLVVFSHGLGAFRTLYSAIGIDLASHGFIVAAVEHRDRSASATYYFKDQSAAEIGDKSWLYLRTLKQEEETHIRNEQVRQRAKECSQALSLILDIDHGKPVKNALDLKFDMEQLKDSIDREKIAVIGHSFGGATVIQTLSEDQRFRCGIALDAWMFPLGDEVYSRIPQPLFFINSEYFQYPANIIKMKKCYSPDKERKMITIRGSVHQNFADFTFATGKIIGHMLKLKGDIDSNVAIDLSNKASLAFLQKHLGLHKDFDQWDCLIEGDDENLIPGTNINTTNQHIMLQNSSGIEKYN
LYPLA2 counter: LYPLA2 inhibitors, primary screen, counter-screen for PME1 inhibitor project, biochemical, fluorescence polarization, FP-Rh probe ABPP | Acyl-protein thioesterase 2 (Homo sapiens), O95372 | recombinant LYPLA2 | inhibition, % at 5.9 µM | 0.38% of 320,000 active;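 active = inhibition above the screen-wide mean plus 3 SD, limit set per campaign, cut at about 26% in these data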;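 note: 0% = LYPLA2 with DMSO and 100% = wells lacking LYPLA2 enzyme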
* hit, by the source's call; . = no result given. Only part of the results is shown; rates above refer to the full screens.

SMILES	PAFAH1B2 FP inh	PAFAH2 FP inh	LYPLA1 inh	PAD4 inh	PME-1 inh	PAFAH1B3 FP inh	GSTO1 counter	pPAFAH FP inh	LYPLA2 counter
CCC(Oc1ccccc1)C(=O)NC1CCCCCC1 (stereo not given)	3	0	1	-2	3	7	2	5	0
CN(Cc1ccccc1)c1oc(-c2ccco2)nc1C#N	1	-2	-3	5	6	4	-3	3	1
Cc1ccc(C(C(=O)NC2CCCCC2)N(Cc2cccnc2)C(=O)C2COc3ccccc3O2)o1 (stereo not given)	1	10	-1	3	-3	4	-8	6	5
O=C(O)COc1ccc(Br)cc1/C=N/O	3	-3	2	1	4	14	2	4	3
CCc1nnc(NC(=O)CCc2c[nH]c3ccccc23)s1	4	-1	1	0	2	8	0	1	1
Cc1ccc(/C=C/C(=O)Nc2ccc([N+](=O)[O-])cc2)o1	4	-9	-9	0	-12	3	-2	3	-13
CCCCn1c(=O)c(C(C)=O)c(O)c2ccccc21	7	5	-4	4	-7	14	16	-2	5
Cc1cnc(NC(=O)c2sc3ccccc3c2Cl)s1	4	-5	3	3	-3	-4	3	-1	5
O=C(N/N=C/c1c[nH]c2ccc(Br)cc12)c1ccccn1	2	-1	8	1	4	2	-2	3	2
Cn1c(=O)oc2cc(S(=O)(=O)Nc3cccc(C(=O)O)c3)ccc21	6	-3	-1	1	1	8	10	3	5
C=CCn1c(-c2cc(-c3ccc(C)cc3)nc3ccccc23)n[nH]c1=S	-2	6	-4	9	3	9	-10	6	1
Cc1cc(C)cc(C(=O)NCCn2cc(SCC(=O)N3CCOCC3)c3ccccc32)c1	5	8	-3	2	5	2	4	-4	-2
O=C(Oc1ccccc1-c1nnco1)c1ccccc1	3	5	-5	-2	8	7	9	1	1
O=C(C1CCC(Cn2c(=O)[nH]c3ccccc3c2=O)CC1)N1CCN(c2ccccc2)CC1 (stereo not given)	4	9	6	-6	5	5	0	3	20
O=S(=O)(Nc1nc2ccc(Cl)cc2s1)c1cccs1	5	9	-3	-3	-5	4	-2	13	-2
CC(C)c1nnc(SCc2ccc(CSc3nnc(C(C)C)n3N)cc2)n1N	-1	-8	3	1	-1	2	7	1	1
Cn1nc(-c2ccc(Cl)cc2)c2cc(C(=O)NCC3CCCO3)sc21 (stereo not given)	-6	12	-42	4	-15	-1	-6	-8	-15
C=CCN1C(=O)c2ccc(C(=O)N(C)CC(=O)Nc3cccc(F)c3)cc2C1=O	7	2	0	-2	-3	12	3	0	5
Cc1cccnc1NC(=O)c1ccc2c(c1)NC(=O)C(C)S2 (stereo not given)	3	2	1	0	-5	3	-3	8	6
CC(C)c1ccc(NC(=O)c2cc([N+](=O)[O-])ccc2N2CCOCC2)cc1	-2	4	-1	-2	6	0	2	5	-2

Given as comma-separated lines: five of the compounds above.
Structure,PAFAH1B2 FP inh,PAFAH2 FP inh,LYPLA1 inh,PAD4 inh,PME-1 inh,PAFAH1B3 FP inh,GSTO1 counter,pPAFAH FP inh,LYPLA2 counter
Cc1cnc(NC(=O)c2sc3ccccc3c2Cl)s1,4,-5,3,3,-3,-4,3,-1,5
O=C(N/N=C/c1c[nH]c2ccc(Br)cc12)c1ccccn1,2,-1,8,1,4,2,-2,3,2
Cn1c(=O)oc2cc(S(=O)(=O)Nc3cccc(C(=O)O)c3)ccc21,6,-3,-1,1,1,8,10,3,5
C=CCn1c(-c2cc(-c3ccc(C)cc3)nc3ccccc23)n[nH]c1=S,-2,6,-4,9,3,9,-10,6,1
Cc1cc(C)cc(C(=O)NCCn2cc(SCC(=O)N3CCOCC3)c3ccccc32)c1,5,8,-3,2,5,2,4,-4,-2

The main list resumes, repeating the two entries before the break.
SMILES	PAFAH1B2 FP inh	PAFAH2 FP inh	LYPLA1 inh	PAD4 inh	PME-1 inh	PAFAH1B3 FP inh	GSTO1 counter	pPAFAH FP inh	LYPLA2 counter
Cc1cccnc1NC(=O)c1ccc2c(c1)NC(=O)C(C)S2 (stereo not given)	3	2	1	0	-5	3	-3	8	6
CC(C)c1ccc(NC(=O)c2cc([N+](=O)[O-])ccc2N2CCOCC2)cc1	-2	4	-1	-2	6	0	2	5	-2
COc1cc2[nH]c(C(=O)N3CC(C)OC(C)C3)cc2c(OC)c1OC (stereo not given)	4	-7	1	-4	-3	11	-3	0	4
CC(O)Cc1cn(CC(=O)N2CCNCC2)nn1 (stereo not given)	-3	-4	0	-2	3	5	8	3	-1
O=C(COC(=O)C1CCN(c2ccc(C(F)(F)F)cn2)CC1)c1ccccc1Cl	0	0	4	-2	-1	-4	1	3	18
CCc1ccccc1Oc1coc2cc(O)ccc2c1=O	2	-5	-4	1	-2	12	-10	4	0
COc1ccc(C)cc1S(=O)(=O)N1CCCCCC1	2	6	4	-1	-2	0	6	-3	6
COCc1ccc(C(=O)NC2CCSc3ccccc32)cc1 (stereo not given)	4	0	2	7	1	1	4	1	1
O=C(c1ccc(NC(=S)NCc2ccc(Cl)cc2)cc1)N1CCCCC1	3	-4	-2	-1	1	8	-2	3	13
Cc1cccc(NC(=O)CCN2C(=O)c3ccccc3C2=O)n1	4	5	-1	0	2	3	-4	0	2
COc1ccc(NS(=O)(=O)c2ccc3nc(COc4ccc5ccccc5c4)[nH]c3c2)cc1	-41	-82	-55	-10	-85	-76	-55	-40	-75
Cc1cc(C)cc(NC(=S)N2CCN(c3ccccn3)CC2)c1	2	-10	3	-1	4	10	14	0	4
Cc1ccc(S(=O)(=O)N2CCN(C(=O)CCC(=O)NCCc3ccc(F)cc3)CC2)cc1	17	7	0	-2	1	-7	0	5	-1
CCCCSCCCNC(=O)CS(=O)Cc1nc(-c2cccc(C)c2)oc1C (stereo not given)	4	-7	1	-3	6	5	-1	6	5
CC(=O)Nc1ccc(NC(=O)CNC(=O)c2cccc(C)c2)cc1	4	-6	-4	-3	-9	3	-5	-6	-1
Cn1cnnc1Sc1ccc(/C=C(\CC(=O)O)c2nc3ccccc3s2)cc1[N+](=O)[O-]	5	11	4	1	7	2	2	17	3
CCCCN(CC)CCCNC(=O)c1cn(CC)c2ccc(S(=O)(=O)N3CCc4ccccc4C3)cc2c1=O	4	-1	1	6	36*	2	0	-2	-8
CCOP1(=O)OCC2OC(n3cnc4c(N)ncnc43)C(O)C2O1 (stereo not given)	-4	8	4	-1	2	8	-2	-3	10
COc1ccc(C2(CNC(=O)CCC(=O)O)CCCC2)cc1	9	-4	-2	1	5	4	-8	7	-1
Cc1c(CN2CCCCC2C)c(=O)n(-c2ccccc2)n1C (stereo not given)	3	13	0	-1	-3	-3	-2	0	3
C=C1CCN(c2ccc(C(=O)O)cc2[N+](=O)[O-])CC1	.	.	0	-4	-6	.	-3	-4	0
O=C1CC(N2CCOCC2)C(=O)N1CCN1C(=O)CC(N2CCOCC2)C1=O (stereo not given)	1	-25	2	-1	3	6	-1	-1	9

Some values from the list.
Result for COc1cc2[nH]c(C(=O)N3CC(C)OC(C)C3)cc2c(OC)c1OC (stereo not given) under GSTO1 counter: -3
Result for CC(O)Cc1cn(CC(=O)N2CCNCC2)nn1 (stereo not given) under PME-1 inh: 3
Result for COc1ccc(C)cc1S(=O)(=O)N1CCCCCC1 under GSTO1 counter: 6

Next part:
SMILES	PAFAH1B2 FP inh	PAFAH2 FP inh	LYPLA1 inh	PAD4 inh	PME-1 inh	PAFAH1B3 FP inh	GSTO1 counter	pPAFAH FP inh	LYPLA2 counter
CN(C)S(=O)(=O)c1cccc(NC(=O)COC(=O)C2(c3ccccc3F)CCCC2)c1	10	2	-9	4	5	-6	-5	16	0
COc1ccc(NC(=O)CCS(=O)(=O)c2ccc3c(c2)CCCN3C(C)=O)cc1	1	2	-4	-2	-4	0	5	-4	-14
N/C(Cc1nc2ccccc2s1)=N\O	4	2	1	-13	5	0	-2	3	0
Cc1ccc(OCCCCn2ccnc2)c([N+](=O)[O-])c1	4	-4	-4	-3	3	9	7	2	0
COC(=O)c1cc(S(=O)(=O)N2CCN(c3ccc(C(C)=O)cc3)CC2)cn1C	1	-2	-1	-1	4	3	-1	5	3
O=C(NCC1CCCO1)c1onc(CSc2ccc(F)c(F)c2)c1C(=O)O (stereo not given)	7	-2	2	-4	4	1	-11	11	5
Cc1ccsc1/C=N/NC(=O)Cc1cccn1C	-6	4	-3	-2	3	1	-1	8	0
COc1ccc(C(=O)Cn2nnc(-c3ccccc3NC(=O)c3ccco3)n2)cc1	-2	-7	-1	-2	0	2	6	4	6
CCN(c1ccccc1)S(=O)(=O)c1cc2c3c(c1)C(C)C(=O)N3CCC2 (stereo not given)	19	2	4	-1	6	9	0	4	2
Cc1ccc(NC(=O)Cc2ccc(Cl)c(Cl)c2)cc1S(=O)(=O)N(C)C	-1	-8	-11	-5	-10	-4	-10	4	-25
O=C(O)CCCn1c(O)c(C=C2N=c3ccccc3=N2)sc1=S	9	8	8	7	3	7	-10	23	3
N#C/C(=C/c1ccc(N2CCOCC2)o1)C(=O)NC1CCCCC1	13	-3	2	-9	2	7	7	2	0
S=C(NCCN1CCOCC1)NC1CCCCC1	5	-3	-4	-6	-5	2	0	-6	-9
CC1=C(C)CC(C(=O)NNC(=O)c2csc(C)c2C)C(C(=O)O)C1 (stereo not given)	4	6	1	-1	1	8	-2	1	1
CCn1nc(C)c(CNC(=O)CC2C(=O)NCCN2Cc2ccc(C)o2)c1C (stereo not given)	2	-6	1	-2	1	3	1	3	-2
COc1ccc(OCCC(=O)OCC(=O)NCCc2ccccc2)cc1	4	-4	1	-3	-2	15	16	5	2
Cc1nn(C)cc1/C=C1\SC(=S)NC1=O	1	-7	-1	-2	0	-1	4	0	2
CC1(C)CC(NC(=S)NC2CC2)CC(C)(C)N1	-1	-6	-2	-2	2	6	0	-2	-3
COc1ccc(CN(C)C(=S)Nc2ccc(Cl)cc2)cc1	-9	-2	5	-1	4	4	3	-4	1
Cc1[nH]nc2c1C(c1ccccc1)C1=C(CC(C)(C)CC1=O)N2 (stereo not given)	6	-6	0	-2	6	-1	3	0	-2

Quoted at random: two records from the list.
SMILES	PAFAH1B2 FP inh	PAFAH2 FP inh	LYPLA1 inh	PAD4 inh	PME-1 inh	PAFAH1B3 FP inh	GSTO1 counter	pPAFAH FP inh	LYPLA2 counter
Cc1ccsc1/C=N/NC(=O)Cc1cccn1C	-6	4	-3	-2	3	1	-1	8	0
Cc1ccc(OCCCCn2ccnc2)c([N+](=O)[O-])c1	4	-4	-4	-3	3	9	7	2	0

Bioassay records: PubChem, The Scripps Research Institute Molecular Screening Center
